Assay outcomes from PubChem BioAssay.
P. falciparum M1AAP: P. falciparum M1AAP inhibitors, biochemical, fluorogenic H-Leu-NHMec substrate, 1536-well (AID 1445); recombinant M1AAP, H-Leu-NHMec fluorogenic kinetic assay; higher % means a stronger effect; inhibition, % at 30 µM, or IC50 in µM where a hit was titrated; actives 0.42% (n = 220,000);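 active = primary inhibition above the hit cutoff, then over 50% inhibition at one or more dose response concentrations, cut at about 23% in these data, passing the limit was not always enough; inconclusive = conflicting primary data, or primary hits not chosen for dose response; inactive = low primary inhibition, or under 50% at every dose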;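 also: plate controls were DMSO full reaction for no effect and no enzyme background for full effect; strong numbers were not always called active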
XIAP displacement: small molecules displacing peptide from XIAP – biochemical, IAP family, fluorescence polarization (AID 1018); XIAP BIR domain, fluorescence polarization peptide displacement; higher % means a stronger effect; actives 0.007% (n = 200,000); displacement, % at 20 µM; hits with a dose series show IC50 in µM; in the data active = displacement above about 50%; also: a part of the inactive calls stands beside numbers as strong as those of hits
Yfh1-off respiration: mitochondrial function rescue without frataxin homolog – Friedreich's ataxia, plus single-dose screen, dose response (AID 1465). actives 0.074% (n = 220,000). S. cerevisiae Yfh1-off respiration, WST-1 reduction, 72 h; higher fold induction means a stronger effect. one-dose fold induction at 50 µM; EC50 in µM for titrated hits;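 active = fold induction of absorbance versus untreated yeast above a set limit, then at least 30% activation at any dose in follow-up; inconclusive = repeats straddling the limit, or above it without dose testing; inactive = fold induction below the set limit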;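 also: activators that raise dye reduction in frataxin-depleted yeast; strong numbers were not always called active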
Salmonella PhoP GFP: inhibitors of PhoP regulon expression, primary screen, Salmonella Typhimurium, GFP reporter (AID 1863); S. Typhimurium PhoP-regulated promoter GFP reporter, 4 h; higher % means a stronger effect; inhibition, % at 50 µM, or IC50 in µM where a hit was titrated; actives 0.16% (n = 300,000);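 active = inhibition over 29.93%, a cutoff 3 SD above the screen mean, later confirmed by dose response; inconclusive = inhibition over 29.93% but no dose response follow-up; inactive = inhibition at most 29.93% or unconfirmed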;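 also: 0% = low Mg2+ inducing control and 100% = high Mg2+ repressing control; strong numbers were not always called active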
Siah-1 displacement: Siah-1 peptide-binding antagonists, primary screen, biochemical, fluorescence polarization, rhodamine-plectin, uHTS (AID 1817); Siah-1 / rhodamine-plectin peptide fluorescence polarization; higher % means a stronger effect; displacement, % at 20 µM; hits with a dose series show IC50 in µM; actives 0.02% (n = 290,000);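 active = displacement of at least 50% at 20 µM, with a fluorescence ratio check between 0.3 and a set limit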;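 also: plate controls were Siah plus tracer with DMSO for no effect and tracer alone without Siah for full effect; strong numbers were not always called active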
West Nile antiviral: inhibition of WNV-induced cytopathic effect – cell-based, CPE readout (AID 1621); West Nile virus-infected cells, CPE inhibition; higher % means a stronger effect; one-dose CPE inhibition, % at 10 µM; IC50 in µM for titrated hits; actives 0.02% (n = 290,000); in the data active = a potency from the dose series; inconclusive = CPE inhibition mostly from about 3.7% at the one dose, without a potency; inactive = the rest, 99 in 100 with CPE inhibition below about 2.2%; also: strong numbers were not always called active
PMI inhibition: human PMI inhibitors, high substrate, primary screen, biochemical, fluorescence intensity, high mannose 6-phosphate (AID 1220) | recombinant PMI enzyme, coupled fluorescence intensity; higher % means a stronger effect | actives 0.66% (n = 190,000) | one-dose inhibition, % at 20 µM; IC50 in µM for titrated hits; in the data active = inhibition above about 50%
M17LAP inhibition: P. falciparum M17LAP inhibitors, primary screen, biochemical, fluorogenic H-Leu-NHMec substrate, 1536-well (AID 1619) | actives 0.38% (n = 220,000) | one-dose inhibition, % at 30 µM; IC50 in µM for titrated hits | recombinant M17LAP, H-Leu-NHMec fluorogenic kinetic assay; higher % means a stronger effect;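 active = compound inhibiting the enzyme by more than half at any dose during confirmatory dose-response retesting; inconclusive = strong single-dose inhibitors picked by rank but not retested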;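 also: plate controls were full reaction with DMSO carrier for no effect and no enzyme background for full effect; strong numbers were not always called active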
CSM14.1 death rescue: rescue of cells from ER stress-induced death, primary screen, 384-well, CSM14.1, thapsigargin, ATP luminescence (AID 1222) | one-dose cellular ATP content (survival), % at 20 µM; EC50 in µM for titrated hits | 190,000 tested, under 10 active | CSM14.1 thapsigargin-induced death rescue, ATP luminescence; higher % means a stronger effect;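 active = EC50 below 50 µM in the dose-response confirmation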;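 also: death triggered by thapsigargin at about 15 µM added after 2 h compound pretreatment; cell ATP read after overnight thapsigargin exposure of roughly 18 to 22 hours; normalized against plate controls of thapsigargin alone and 5% DMSO vehicle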
Starred values were filed as active, the others as inactive; i = inactive; ? = inconclusive; . = no result given. Random draw from the library; any-hit rate near 1.6%.

SMILES | P. falciparum M1AAP | XIAP displacement | Yfh1-off respiration | Salmonella PhoP GFP | Siah-1 displacement | West Nile antiviral | PMI inhibition | M17LAP inhibition | CSM14.1 death rescue
CCCc1cc(=O)[nH]c(SCC(=O)N2CCN(c3ccccc3)CC2)n1 | 0% | -2.6% | i | 8% | 0% | 0.4% | 4% | -1% | -0.4%
C=CCOc1ccc(C=Nc2ccc(C)c(Cl)c2)c(O)c1 | 5% | -5.6% | i | -8% | 6% | -0.2% | 47% | -7% | -0.5%
O=Nc1c(O)n(Cc2ccc(Cl)cc2Cl)c2ccccc12 | 1% | -9.6% | i | -4% | 1% | 2.3% | 22% | 0% | -1.0%
Cc1ccccc1OCCNc1ccc(C(F)(F)F)cc1[N+](=O)[O-] | 0% | -3.7% | i | 6% | 3% | 0.4% | 15% | 4% | 0.0%
CN(C)c1ccc(NC(=O)c2ccc([N+](=O)[O-])cc2Cl)cc1 | 7% | -2.4% | i | 3% | 5% | -0.5% | 20% | 8% | -1.4%
O=C(CSCc1ccc([N+](=O)[O-])cc1)NN=C1CCCCCC1 | 2% | -2.4% | i | 4% | -5% | 0.3% | -6% | -2% | 4.7%
CC(C)c1ccc(CN2CCC(C(=O)NCc3cccnc3)CC2)cc1 | 5% | -8.2% | i | -2% | 4% | -0.7% | 7% | 16% | -3.8%
Cc1ccc(N2C(=O)c3ccc(C(=O)N4CCOCC4)cc3C2=O)cc1C | 3% | -4.2% | i | 8% | 5% | 1.3% | -17% | -6% | -2.4%
Cc1cc(Oc2ccc([N+](=O)[O-])cc2)nc(N2CCOCC2)n1 | 2% | . | i | -9% | -4% | -0.3% | . | -5% | .
Cc1cccc(N=Cc2[nH]c3ccc(Br)c(Cl)c3c2O)c1 | 12% | -4.1% | ? | -10% | -1% | -0.2% | -2% | -14% | -0.2%

Given as comma-separated lines: entries from further up.
SMILES,P. falciparum M1AAP,XIAP displacement,Yfh1-off respiration,Salmonella PhoP GFP,Siah-1 displacement,West Nile antiviral,PMI inhibition,M17LAP inhibition,CSM14.1 death rescue
O=Nc1c(O)n(Cc2ccc(Cl)cc2Cl)c2ccccc12,1%,-9.6%,i,-4%,1%,2.3%,22%,0%,-1.0%
Cc1ccccc1OCCNc1ccc(C(F)(F)F)cc1[N+](=O)[O-],0%,-3.7%,i,6%,3%,0.4%,15%,4%,0.0%
CN(C)c1ccc(NC(=O)c2ccc([N+](=O)[O-])cc2Cl)cc1,7%,-2.4%,i,3%,5%,-0.5%,20%,8%,-1.4%

Next entries follow:
SMILES | P. falciparum M1AAP | XIAP displacement | Yfh1-off respiration | Salmonella PhoP GFP | Siah-1 displacement | West Nile antiviral | PMI inhibition | M17LAP inhibition | CSM14.1 death rescue
O=C(C(=O)N1CCCC1CO)N1CCCC1CO (stereo unspecified) | . | -6.1% | i | . | -2% | -0.3% | 34% | . | -2.3%
O=C(O)c1ccccc1C1Nc2ccccc2C(=O)N1CCCN1CCOCC1 (stereo unspecified) | -5% | . | i | 4% | -8% | -0.5% | . | -10% | .
CCCCN(CCCNC(=O)c1c(C)cc(=O)oc1C)c1ccccc1 | 9% | -2.3% | i | -3% | 0% | 0.7% | 12% | -2% | -1.3%
O=C(Cn1cnc2c(nnn2-c2ccc(F)cc2)c1=O)NCc1ccco1 | 1% | -3.0% | i | 2% | 0% | 0.2% | 0% | -12% | 1.2%
S=c1[nH]nc(CN2CCCCC2)n1-c1ccc(Cl)cc1 | 4% | -9.6% | i | 5% | -2% | 0.3% | 15% | -4% | -0.6%
O=C(NCc1ccc(F)cc1)C1CCC(CNc2c(N3CCCCC3)c(=O)c2=O)CC1 (stereo unspecified) | 6% | . | i | -12% | -3% | 0.4% | . | 1% | .
Cc1nn(-c2ccccc2)c2nc(-c3ccncc3)cc(C(=O)NCc3ccco3)c12 | 14% | -10% | i | 7% | -2% | -0.4% | -3% | 5% | 0.7%
COc1cc(OC)c2ccc(=O)oc2c1C(CCN1CCCC(C)C1)c1ccc2c(c1)OCO2 (stereo unspecified) | 3% | . | i | 0% | 0% | 0.3% | . | 13% | .
CC(NC(=O)CC12CC3CC(CC(C3)C1)C2)C(=O)O (stereo unspecified) | 4% | 0.1% | i | -11% | 0% | 0.6% | -1% | -3% | -1.9%
Cn1nc(C(F)(F)F)c2cc(C(=O)Nc3ccc(Cl)cc3)sc21 | -3% | -1.8% | i | 15% | 2% | 0.4% | 8% | -8% | 1.1%
COc1ccc(CN(C(=O)c2ccccc2OC)C2CCS(=O)(=O)C2)cc1 (stereo unspecified) | -11% | -4.4% | i | 23% | 0% | -0.3% | 7% | -2% | -3.6%
CCN(CC)S(=O)(=O)c1cccc(-c2nnc(SCCCC(=O)c3ccccc3)o2)c1 | 7% | -1.6% | i | 14% | -2% | 0.4% | 9% | 1% | 0.2%
O=[N+]([O-])c1cc2oc3c(c2c(C=NCc2ccncc2)c1O)CCCC3 | 22% | -6.4% | i | 5% | -5% | 0.4% | 52%* | -41% | -1.4%
Cn1c(SCC(=O)c2ccc(F)cc2)nc2cccnc21 | 10% | -3.4% | i | 26% | -3% | 0.1% | -3% | -7% | 0.7%
CCc1ccccc1N1CC(C(=O)O)CC1=O (stereo unspecified) | 6% | -3.4% | i | -4% | 3% | 0.1% | -4% | 11% | -2.3%
N#CC1=C(c2ccccc2)/C(=C/c2ccccc2)OC1=O | -2% | -4.8% | i | -2% | 2% | 1.1% | 5% | 2% | 4.4%
O=[N+]([O-])c1cc(S(=O)(=O)NC2=NCCCCC2)ccc1Cl | -2% | -1.9% | i | 2% | -3% | -1.1% | -6% | 3% | -1.1%
O=C(NCc1cccs1)C(=O)NCC1OCCCN1S(=O)(=O)c1ccccc1 (stereo unspecified) | 18% | -5.0% | i | -13% | -5% | -1.1% | 5% | -10% | -0.6%
COc1cc(-c2nc(=S)[nH][nH]2)cc(OC)c1OC | -4% | -9.8% | i | -7% | 3% | 0.4% | 13% | 3% | -1.7%
COC(=O)c1[nH]c2ccc(Cl)cc2c1NC(=O)CCN1CCOCC1 | 4% | -0.9% | . | 15% | -4% | . | 44% | 3% | -0.4%
CC(=O)NC1=NN(C(C)=O)C(C)(CS(=O)(=O)c2ccc3ccccc3c2)S1 (stereo unspecified) | 3% | -5.6% | i | 3% | 8% | -0.1% | 3% | 16% | -0.9%
O=C(CSc1ncc(-c2ccccc2)n1-c1ccccc1)NCc1ccco1 | 11% | -13% | i | 14% | 1% | ? | 8% | 5% | -3.0%
CCC(CC)C(=O)Nc1ccc([N+](=O)[O-])cn1 | 3% | -6.8% | i | -7% | 1% | -0.2% | -2% | 1% | -1.2%
Cc1ccn2cc(CNC(=O)c3cccs3)nc2c1 | 2% | -2.3% | i | 12% | 6% | 0.3% | 1% | 19% | -2.1%
COC(=O)c1sccc1NC(=O)CC1C(=O)NCCN1C(=O)Nc1ccc(C(F)(F)F)cc1 (stereo unspecified) | 8% | . | i | -12% | 16% | -0.3% | . | 2% | .
CCN1C=CC(=C2C(=O)c3ccccc3C2=O)C=C1 | 14% | -1.7% | i | 0% | -7% | -0.7% | -20% | 3% | -12%
COc1c(Cl)cc(-c2noc(C)c2C(=O)NCc2ccccc2)cc1Cl | 2% | -4.2% | i | -8% | 2% | -0.8% | 5% | 1% | -0.6%
O=C(O)C(Cc1ccccc1)N1CCS(=O)(=O)CC1 (stereo unspecified) | 0% | -9.2% | i | -3% | -4% | 0.4% | -26% | 4% | -1.7%
CCN(Cc1nc2ccccc2c(=O)[nH]1)Cc1nc2cc(OC)c(OC)cc2c(=O)[nH]1 | 8% | -1.6% | i | 8% | 4% | 1.1% | -11% | 25% | 2.4%
Cc1cc(C)nc(SCC(=O)NC2CCCC2)n1 | -3% | -8.3% | i | 1% | 6% | 0.4% | -7% | 1% | 0.1%
O=C(NCCCN1CCOCC1)C1CC(=O)N(C2CCCCC2)C1 (stereo unspecified) | 8% | -4.1% | i | -6% | -6% | 0.0% | -6% | 0% | 0.5%
CCC(=O)NCCCOc1ccccc1 | -1% | -0.4% | i | 12% | 0% | -0.5% | 0% | 10% | 0.0%
CC(C)CC1NC(=O)N(CC(=O)NC2CCCc3ccccc32)C1=O (stereo unspecified) | -1% | -7.1% | i | 1% | 8% | 0.0% | -2% | 3% | 13%
CCCCC(=O)NNC(=S)NC(=O)C(c1ccccc1)c1ccccc1 | -12% | 1.0% | >100µM* | 0% | -7% | ? | -19% | 18% | 0.6%
NNC(=O)CNC(c1ccccc1)c1cc(Br)ccc1N (stereo unspecified) | 5% | . | i | -1% | 5% | 0.1% | . | 0% | .
CCCS(=O)(=O)C(=C1NCCO1)S(=O)(=O)CCC | 4% | -5.0% | i | 2% | -2% | 1.4% | 7% | -9% | -0.4%
c1ccc2c(c1)COC(CNC1CCCCC1)OC2 | -2% | -6.0% | i | -9% | 7% | -0.9% | 17% | -6% | -1.8%
Cn1c(C(=O)N2CCN(Cc3ccccc3)CC2)cc2c(=O)n(C)c3ccccc3c21 | 4% | 0.7% | i | 2% | 1% | -0.2% | -11% | 5% | 4.1%
O=C(Cc1cccc2ccccc12)NC(=S)Nc1cccc(C(=O)O)c1 | 10% | -5.1% | i | -6% | 1% | 0.7% | -2% | 4% | -0.9%
C=CCNC(=O)Nc1ccc(F)c(Cl)c1 | 8% | -1.7% | i | -3% | 12% | 0.0% | 7% | -5% | -0.5%
COc1ccc(NC(=O)CCN2CC(C)OC(C)C2)c(OC)c1 (stereo unspecified) | 4% | 0.1% | i | 4% | 11% | 0.1% | 18% | 8% | 4.4%
O=S1(=O)CCC(N2CCOCC2)C1 (stereo unspecified) | 1% | -5.4% | i | 0% | 0% | 0.5% | 2% | 0% | 1.0%
CC(=O)OCCNc1nc(-c2ccccc2)nc2ccccc12 | 0% | -18% | i | 12% | -3% | 0.2% | 14% | 0% | 1.8%
Nc1ccn(-c2ccc(Cl)cc2)c(=O)c1 | 0% | -8.0% | i | -5% | -2% | 0.1% | 10% | -11% | 0.4%
C/C(=N\NC(=O)CCc1ccc(S(=O)(=O)N2CCOCC2)cc1)c1ccc(OC(F)F)cc1 | 0% | -1.9% | i | 4% | 6% | -0.6% | -3% | -5% | 0.3%
CCOc1cc(-c2nc(C)c(C(C)=O)n2O)ccc1OCC(=O)Nc1cccc(C)c1 | 3% | -6.6% | i | 7% | 6% | -0.4% | -25% | -1% | -0.6%
O=C1CCCc2oc3ccc(NS(=O)(=O)c4cccc5cccnc45)cc3c21 | 4% | 0.1% | i | -2% | 2% | -1.4% | -6% | 1% | -0.6%
